Screens: PubChem BioAssay, several laboratories
NTR1 agonist: NTR1-driven beta-arrestin-GFP spot formation – imaging, U2OS cells, high content, primary screen (AID 493036). agonist mode. activation, % at 20 µM. 330,000 tested, 0.17% active;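 active = activation at or above 40% of the spot to cytoplasm intensity ratio, with at least 20 cells analyzed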;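 note: 0% = DMSO without peptide and 100% = 100 nM NTR1 peptide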
Target sequence (P30989 whole entry, looked up): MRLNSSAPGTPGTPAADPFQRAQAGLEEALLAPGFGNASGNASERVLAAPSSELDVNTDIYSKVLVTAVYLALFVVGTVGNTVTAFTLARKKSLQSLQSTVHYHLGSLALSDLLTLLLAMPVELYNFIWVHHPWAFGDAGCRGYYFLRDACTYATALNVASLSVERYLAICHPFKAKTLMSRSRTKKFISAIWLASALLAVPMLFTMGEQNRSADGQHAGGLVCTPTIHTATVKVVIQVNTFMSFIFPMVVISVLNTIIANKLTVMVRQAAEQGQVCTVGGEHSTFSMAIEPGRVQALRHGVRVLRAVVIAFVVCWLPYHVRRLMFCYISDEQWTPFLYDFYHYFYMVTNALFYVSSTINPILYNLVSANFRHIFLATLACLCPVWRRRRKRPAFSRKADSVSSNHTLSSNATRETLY
Rac1 GTP hydrolysis: MgcRacGAP GTPase-activating activity inhibitors, confirmation, biochemical, ADP Hunter fluorescence | MgcRacGAP-stimulated Rac1 GTP hydrolysis, ADP Hunter fluorescence; higher % means a stronger effect; GST-tagged Rac1 F28L mutant substrate | inhibition, % at 30 µM; hits with a dose series show IC50 in µM | 340,000 tested, 0.6% active;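 active = first-screen hits whose inhibition reached a set limit at any dose in the follow-up dose series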;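 note: fluorescence reports GDP produced by GAP-driven GTP hydrolysis; strong numbers were not always called active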
AID2073: disruptors of CaV2.2 binding to Mint1 – biochemical, HTRF (AID 2073). 290,000 tested, 0.19% active. HTRF protein-protein interaction, Mint1-CaV2.2; higher % means a stronger effect. inhibition, % at 20 µM, or IC50 in µM where a hit was titrated; in the data active = inhibition mostly above about 51%, no sharp cut-off; note: some results filed as inactive read as strong as hits
Large T inhibition: TAg ATPase/helicase activity blockers – biochemical (AID 1903). SV40 large T antigen ATPase/helicase inhibition assay; higher % means a stronger effect. one-dose inhibition, % at 20 µM; IC50 in µM for titrated hits. 310,000 tested, 0.39% active; in the data active = a potency from the dose series; note: strong numbers were not always called active
GPR35 antagonists: inhibition of zaprinast-stimulated GPR35 beta-arrestin translocation – imaging, U2OS, beta-arrestin-GFP, zaprinast agonist, primary screen (AID 2058); U2OS GPR35 beta-arrestin-GFP translocation imaging, zaprinast antagonism; higher % means a stronger effect; inhibition, % at 10 µM; hits with a dose series show IC50 in µM; 290,000 tested, 0.052% active;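 active = inhibition of at least 50% with at least 30 cells and total cytoplasm GFP at most 10,000,000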
GPR55 antagonists: GPR55 antagonists blocking LPI-driven arrestin recruitment, primary screen, imaging, U2OS, beta-arrestin-GFP, LPI agonist (AID 2013) | U2OS GPR55 beta-arrestin-GFP translocation imaging, LPI antagonism; higher % means a stronger effect | inhibition, % at 10 µM; hits with a dose series show IC50 in µM | 290,000 tested, 0.13% active;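 active = spots per cell inhibited over 60%, with over 100 cells counted and total cytoplasm intensity under 500,000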;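 note: U2OS cells stably carrying GPR55 and arrestin-GFP stimulated by 5 µM LPI near EC80; imaged beta-arrestin-GFP aggregate spots per cell after agonist stimulation; plate controls were LPI-stimulated DMSO wells for no effect and DMSO wells without LPI for full effect; some results filed as inactive read as strong as hits; confirmed hits need IC50 under 10 µM and bright autofluorescent wells are also inconclusive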
Yfh1-off respiration: mitochondrial function rescue without frataxin homolog – Friedreich's ataxia, plus single-dose screen, dose response (AID 1465). S. cerevisiae Yfh1-off respiration, WST-1 reduction, 72 h; higher fold induction means a stronger effect. fold induction at 50 µM; hits with a dose series show EC50 in µM. 220,000 tested, 0.074% active;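 active = fold induction of absorbance versus untreated yeast above a set limit, then at least 30% activation at any dose in follow-up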;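 note: activators that raise dye reduction in frataxin-depleted yeast; strong numbers were not always called active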
NS5 inhibitors: Dengue-2 NS5 methyltransferase inhibitors, primary screen, biochemical, confirmation dose response (AID 588689); Dengue-2 NS5 methyltransferase capping enzyme assay, biochemical; higher % means a stronger effect; inhibition, % at 25 µM; hits with a dose series show IC50 in µM; 340,000 tested, 0.3% active; in the data active = a potency from the dose series
GPR55 activation: GPR55 agonists via beta-arrestin recruitment, primary screen, imaging, U2OS cells, beta-arrestin-GFP redistribution (AID 1961); activation, % at 10 µM, or EC50 in µM where a hit was titrated; U2OS GPR55 beta-arrestin-GFP redistribution imaging; higher % means a stronger effect; 290,000 tested, 0.048% active;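 active = activation above 40% with more than 50 cells counted in the well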;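 note: U2OS osteosarcoma cells stably expressing GPR55 and beta-arrestin-GFP; plate controls were DMSO negative control for no effect and LPI positive control for full effect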
NTR1 agonist cell count 20 µM: further read-out of NTR1 agonist, marked with its call; cell count; measured here: cell count, cytotoxicity flag
NS5 inhibitors pilot replicate: further read-out of NS5 inhibitors, marked with its call; inhibition, %; measured here: pilot screen replicate inhibition
The depositor's hits bear a star; i = inactive; . = no result given.

Preview (2 entries):
SMILES	NTR1 agonist	NTR1 agonist cell count 20 µM	Rac1 GTP hydrolysis	AID2073	Large T inhibition	GPR35 antagonists	GPR55 antagonists	Yfh1-off respiration	NS5 inhibitors	GPR55 activation	others
CCOC(=O)C(Oc1ccc(=O)n(-c2ccccc2)n1)C(C)=O (stereo not drawn)	0.7	37	4%	-3%	-7%	10%	8%	i	-1%	-0.6%
Cc1ccc(S(=O)(=O)Nc2ccc3c(c2)nc(CN2CCCC2)n3C)cc1	-1.0	32	4%	3%	11%	5%	15%	i	-4%	-0.1%

Main list, from the first entry:
SMILES	NTR1 agonist	NTR1 agonist cell count 20 µM	Rac1 GTP hydrolysis	AID2073	Large T inhibition	GPR35 antagonists	GPR55 antagonists	Yfh1-off respiration	NS5 inhibitors	GPR55 activation	others
CCOC(=O)C(Oc1ccc(=O)n(-c2ccccc2)n1)C(C)=O (stereo not drawn)	0.7	37	4%	-3%	-7%	10%	8%	i	-1%	-0.6%
Cc1ccc(S(=O)(=O)Nc2ccc3c(c2)nc(CN2CCCC2)n3C)cc1	-1.0	32	4%	3%	11%	5%	15%	i	-4%	-0.1%
Cc1ccc(CSCCNC(=O)CN(c2cc(C)ccc2C)S(C)(=O)=O)cc1	-0.7	79	5%	2%	3%	7%	15%	i	-3%	-0.1%
CSc1ccc(C(=S)N2CCCCCC2)cc1	0.4	69	2%	-4%	14%	8%	17%	.	-10%	-0.3%
O=C(c1ccco1)N1CCN(C(=O)C(Cc2ccccc2)NS(=O)(=O)c2cccs2)CC1 (stereo not drawn)	-2.1	68	7%	5%	5%	3%	2%	i	-14%	-0.1%
CCOC(=O)c1c(C)c(C(=O)Nc2cc(OC)ccc2OC)c(C)n1CC	.	.	4%	2%	14%	1%	1%	i	-9%	-0.1%
Cc1ccc(C)c(NC(=O)C(Sc2nc3ccc(C)cc3[nH]2)c2ccccc2)c1 (stereo not drawn)	1.7	69	7%	3%	5%	-7%	33%	i	-13%	0.2%
CCCOP(=O)(c1ccc(N(C)C)cc1)C(O)c1ccncc1 (stereo not drawn)	-3.6	91	3%	27%	7%	-8%	4%	i	2%	-0.1%
CCOc1ncccc1C(=O)N(CC)CC(=O)NCc1ccc(Cl)cc1	-0.9	50	8%	-14%	5%	-4%	-3%	.	-1%	-0.1%
COc1ccc(NC(=O)C2C3CCC4C(CCC32)C4(Cl)Cl)cc1 (stereo not drawn)	-0.9	58	7%	4%	6%	0%	2%	i	1%	0.2%
Cc1cc(-c2nnc(CCC(=O)NC(C)c3ccccc3Cl)o2)no1 (stereo not drawn)	0.2	57	-3%	-1%	7%	-1%	0%	i	3%	-0.3%
CCCSc1nc2c(c(=O)[nH]c(=O)n2C)n1Cc1ccc(C)cc1	-0.1	95	4%	3%	5%	-17%	-5%	i	-5%	0.2%	NS5 inhibitors pilot replicate=4.6
C=CCc1ccccc1OCC(O)CN1CCN(CCN2C(=O)c3cccc4cccc(c34)C2=O)CC1 (stereo not drawn)	21	52	11%	-9%	9%	2%	-20%	i	-6%	0.6%
O=S(=O)(c1ccc2c(c1)OCCO2)N1CCNCC1	2.4	40	1%	22%	.	-6%	6%	.	1%	-0.1%
Cc1ccccc1C(=O)Nc1nnc(CC(=O)N/N=C/c2ccco2)s1	1.1	61	3%	10%	7%	8%	-6%	i	-10%	-0.1%
CCOC(=O)N1CCC(N2C(=O)c3ccc(C(=O)Nc4cccc(OC)c4)cc3C2=O)CC1	9.3	59	0%	2%	7%	44%	11%	.	2%	-0.2%
CCOC(=O)c1cnc(-n2nc(C)cc2C)nc1Nc1ccccc1OC	.	.	.	3%	6%	-7%	14%	i	.	-0.2%
COc1c2occc2c(OC(C)=O)c2c(=O)cc(C)oc12	1.2	43	3%	21%	-2%	25%	-9%	.	-3%	-0.1%
COc1ccc(NC(=O)c2cc([N+](=O)[O-])ccc2NC(=O)CNC2CCCCC2C)c(OC)c1 (stereo not drawn)	0.1	51	7%	3%	10%	-8%	-1%	.	-12%	-0.2%
Cc1c(C(=O)Nc2ccccc2)csc1-c1ccccc1	2.6	38	4%	4%	2%	-2%	3%	i	-4%	-0.2%
COc1ccc(CNCc2ccco2)cc1OCc1ccccc1	0.4	51	19%	12%	-2%	9%	12%	i	-1%	-0.3%
COc1cccc(CN2CCN(C(=O)Nc3ccc([N+](=O)[O-])cc3)CC2)c1	0.8	40	1%	1%	13%	4%	2%	i	-12%	-0.1%
CCc1ccc(-c2cc(C(=O)N/N=C/c3ccccn3)[nH]n2)cc1	1.2	37	3%	-11%	6%	-8%	16%	i	0%	0.1%
COc1cccc(C(=O)Nc2cc(NC(=O)c3cccs3)ccc2C)c1OC	2.0	59	4%	0%	3%	-6%	0%	.	-6%	-0.2%
CCN(CC)CCNc1ccc(Cl)cc1[N+](=O)[O-]	-1.7	67	4%	.	.	.	.	i	-5%	.
O=C(O)c1ccc(S(=O)(=O)c2ccccc2C(=O)O)c([N+](=O)[O-])c1	-0.6	46	14%	19%	6%	9%	1%	.	-1%	0.0%
Cc1ccc(C(=O)N2CCC3(CC2)Oc2ccc(Cl)cc2C(=O)C32CC(c3cccnc3)=NO2)s1 (stereo not drawn)	-4.2	91	-6%	-9%	5%	-8%	-12%	i	1%	0.7%
CCN(Cc1ccncc1)Cc1cn(C)nc1-c1ccc(Oc2ccccc2)cc1	8.0	46	7%	0%	9%	4%	4%	i	-7%	0.3%
CCCC(=O)Nc1cccc(Oc2nc(C)cc(C)c2C#N)c1	0.1	46	9%	-2%	-1%	12%	-3%	i	-2%	-0.3%
CC(C)Oc1ccc(CCC(=O)NNC(=S)Nc2ccccc2)cc1	-2.4	61	-7%	-34%	29%	4%	8%	i	-7%	0.0%
O=C(CNC(=O)c1ccccc1)N/N=C/c1cn[nH]c1-c1ccccc1	-1.1	48	5%	-6%	5%	-13%	10%	i	-1%	0.1%
COc1ccc(C2=NN(C(=O)C(O)c3ccccc3)C(O)(C(F)(F)F)C2)cc1 (stereo not drawn)	1.1	82	-5%	12%	3%	1%	1%	.	-6%	0.0%
Cc1nc2ccccc2n1S(=O)(=O)c1cc(C(=O)O)ccc1Cl	-0.3	87	4%	11%	-1%	-8%	0%	.	-6%	-0.1%
Cc1ccc(N(C)S(=O)(=O)c2cc3c(cc2C)NC(=O)CO3)cc1	2.6	53	4%	-2%	18%	7%	0%	.	-3%	0.0%
CCCC(C(=O)NC1=NCCS1)c1ccccc1 (stereo not drawn)	0.9	51	0%	6%	15%	-8%	-2%	i	-5%	-0.2%
CCOC(=O)Nc1ccc2c(CN3CCC(C(=O)OC)CC3)cc(=O)oc2c1	0.9	81	11%	45%	6%	3%	4%	.	2%	-0.1%
CC(C)c1cc(C(=O)NCCc2ccccc2)no1	0.8	83	6%	11%	11%	-8%	7%	i	-2%	0.2%
CCN(CC(=O)NCCN1CCOCC1)S(=O)(=O)c1ccc(F)cc1	0.3	57	-4%	6%	7%	-10%	-1%	.	5%	0.5%
CCOC(=O)C(Cc1ccc(OC)c([N+](=O)[O-])c1)NC(=O)CCC(=O)Nc1ccc(C)cc1 (stereo not drawn)	0.1	58	-4%	0%	-4%	-5%	12%	i	-2%	-0.1%
Cc1cccc(/C(N)=N/OC(=O)c2ccc(F)cc2)c1	-0.4	57	5%	9%	2%	-4%	8%	i	0%	-0.2%
Cc1cc(=O)n2c3ccccc3n(CC(O)CN3CCCC3)c2c1C#N (stereo not drawn)	1.1	49	13%	11%	14%	4%	8%	i	0%	-0.1%
COc1cccc(NC(=O)Cc2cccs2)c1	1.3	65	17%	3%	14%	-8%	-6%	i	.	-0.2%
COc1ccc(-n2nc(C(=O)NCC(=O)N(C)Cc3ccccc3)c3ccccc3c2=O)cc1	1.8	63	10%	9%	10%	0%	1%	.	-2%	0.2%
CCCCCCc1cc2cc(S(=O)(=O)c3ccc(Cl)cc3)c(=O)oc2cc1O	-0.9	79	3%	8%	-16%	-2%	9%	i	-4%	-0.2%
C[C@@H]1C(=O)O[C@H]2CC34[C@H]5C[C@@H](C(C)(C)C)[C@]36[C@@H](OC(=O)[C@@H]6O)O[C@@]4(C(=O)O5)[C@]21O (stereo partly drawn)	-1.8	54	4%	.	7%	.	.	.	-3%	.
CCC(=O)N1N=C(c2c(O)n(C)c(=O)n(C)c2=O)CC1c1ccccc1 (stereo not drawn)	-1.2	45	0%	-1%	23%	-9%	10%	i	7%	1.0%
CC(C)Oc1ccc2c(c1)OC(c1ccccc1)(C(F)(F)F)NC2=O (stereo not drawn)	12	63	3%	5%	21%	5%	7%	i	-1%	0.6%
CN1CCN(C(=O)N2CCNC2=O)CC1	2.6	77	-1%	0%	-2%	11%	3%	i	-4%	-0.1%
CCc1ccc(OCC(=O)NC(=S)Nc2ccc(C)cc2C)c(Br)c1	2.1	58	6%	5%	7%	6%	6%	i	1%	0.3%
NS(=O)(=O)c1cccc(NC(=O)CSc2ncnc3ccccc23)c1	-0.8	55	8%	19%	-4%	3%	-11%	.	-3%	-0.2%
COc1ccc(C(C)=O)cc1CSc1nnc(-c2ccncc2)n1C	-0.8	74	5%	4%	3%	5%	10%	i	-4%	0.0%
COc1ccc(OC)c(S(=O)(=O)Nc2c(F)cccc2F)c1	-0.8	93	3%	0%	3%	4%	3%	i	2%	-0.1%
COc1ccc(C(=O)O)cc1S(=O)(=O)NC(C)C	-0.2	44	12%	1%	14%	6%	-1%	i	-14%	0.2%
COc1ccc(OC)c(/C=N/NC(=O)CCc2c(C)n[nH]c2C)c1	-1.0	50	0%	10%	5%	-10%	-1%	i	5%	0.0%
CC(C)OC(=O)c1c(NC(=O)CCn2nnc3ccccc32)sc2c1CCCC2	6.0	79	2%	0%	0%	14%	-6%	i	-11%	-0.1%
CCOC(=O)c1ccc(COc2ccc(C(C)C)cc2)o1	2.1	87	8%	-2%	12%	-8%	16%	i	5%	0.1%
CC1=NNC(=O)C1C(c1cccc(O)c1)C(C#N)C#N (stereo not drawn)	1.4	71	8%	-8%	11%	-6%	-2%	i	-4%	-0.3%
COc1ccc(NC(=O)c2cc3ccccc3oc2=O)c(OC)c1	0.2	44	14%	11%	-2%	7%	3%	.	-5%	-0.2%
Oc1ccc2ccccc2c1C=Nc1ccc(Cl)cn1	2.1	78	10%	-15%	7%	3%	5%	i	2%	-0.1%
Cc1nnc(C)n1/N=C/c1ccc(-c2ccccc2Cl)o1	1.9	50	-17%	5%	5%	-19%	8%	.	2%	0.0%
Nc1cc(-c2nc3ncccc3o2)ccc1Cl	0.0	42	6%	39%	10%	9%	9%	i	-2%	-0.3%
